Bioassay records (PubChem BioAssay)
MT1-MMP act inh: blockers of MT1-MMP proenzyme processing, primary screen, HT1080 RFP-PRO-GFP cells, GFP/RFP fluorescence; Matrix metalloproteinase-14 (Homo sapiens), P50281; GFP/RFP ratio fluorescence, overnight; percent of plate control window, DMSO zero; GFP/RFP ratio change, % at 20 µM; actives 0.061% (n = 360,000);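 active means GFP/RFP ratio change of at least 30% with cell ATP level not reduced by more than half and red fluorescence within 50% of control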; further: strong numbers were not always called active
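Test system: HT1080 cells expressing an RFP-PRO-GFP fluorescent reporter construct / Compound dosing: single-point 20 µM compound, 1% DMSO / Schedule: cells overnight before dosing, compound overnight, 37 °C, 5% CO2 / Evaluation: GFP/RFP fluorescence ratio / Control set: DMSO and RFP-L50D-GFP cell wells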
Rin1-Abl PPI inh: inhibitors of Rin1-Abl protein binding, primary screen, biochemical, TR-FRET; inhibition, % at 7.35 µM; Tyrosine-protein kinase ABL1 (Homo sapiens) + Ras and Rab interactor 1 (Homo sapiens), …; AID 588664, 2011; actives 0.4% (n = 360,000); in the data active means inhibition above about 5%, passing the limit was not always enough
eLon inh: inhibitors of E. coli Lon protease, primary screen, biochemical, fluorescence polarization | P0A9M0 | purified E. coli Lon protease | inhibition, % at 7.94 µM | actives 0.42% (n = 360,000); in the data active means inhibition above about 13%, passing the limit was not always enough;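 further: 0% = enzyme with probe and DMSO and 100% = no enzyme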
bovine MsrA act: bovine MsrA enzyme activators, primary screen, biochemical, absorbance, HTS; Methionine sulfoxide reductase A (Bos taurus); purified bovine MsrA, absorbance read-out; activation, % at 10.6 µM; actives 0.3% (n = 360,000); AID 602163, 2012; in the data active means activation above about 7.5%;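 further: 0% = vehicle and 100% = reference activator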
MsrA inh: bovine MsrA enzyme inhibitors, primary screen, biochemical, absorbance, HTS; Methionine sulfoxide reductase A (Bos taurus); purified bovine MsrA, absorbance read-out; inhibition, % at 15.5 µM; actives 0.75% (n = 360,000); in the data active means inhibition above about 4.5%;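 further: 0% = vehicle wells with enzyme and 100% = reference inhibitor wells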
Rpn11 inh: Rpn11 (PSMD14) deubiquitinase inhibitors, primary screen, biochemical, fluorescence polarization, uHTS. human 26S proteasome, Ub4-pepOG fluorescence polarization; 20S core pre-blocked with epoxomicin. calls only at 20 µM. 26S proteasome non-ATPase regulatory subunit 14 (Homo sapiens), O00487. actives 0.59% (n = 360,000). AID 588493, 2011;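 active means inhibition at 20 µM, scaled to each plate's controls, above about 33%, limit read from the data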
Target sequence (O00487 whole entry, looked up): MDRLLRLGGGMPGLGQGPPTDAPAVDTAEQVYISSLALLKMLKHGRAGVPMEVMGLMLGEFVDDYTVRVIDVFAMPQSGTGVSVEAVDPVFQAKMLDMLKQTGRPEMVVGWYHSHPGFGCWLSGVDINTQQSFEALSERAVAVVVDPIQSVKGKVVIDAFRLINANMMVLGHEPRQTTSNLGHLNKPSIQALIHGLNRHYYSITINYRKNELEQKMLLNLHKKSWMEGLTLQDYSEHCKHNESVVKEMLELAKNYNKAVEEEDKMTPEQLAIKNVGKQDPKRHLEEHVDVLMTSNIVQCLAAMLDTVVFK
FAS TE block: FAS thioesterase domain inhibitors, primary screen, biochemical, fluorescence intensity, uHTS; recombinant FAS-TE, OMFH fluorogenic substrate, fluorescence endpoint; inhibition, % at 15 µM; AID 602261, 2012; Fatty acid synthase (Homo sapiens), P49327; actives 0.67% (n = 360,000);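 active means compounds whose normalised, plate-corrected inhibition of enzyme fluorescence in the single-dose primary screen is 50% or more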;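 further: 0% = DMSO with enzyme and 100% = substrate without enzyme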
MLLE-PAM2 inh: inhibitors of PABP1 MLLE–PAM2 peptide binding, primary screen, biochemical, fluorescence polarization, FITC-PAM2, GST-MLLE. Polyadenylate-binding protein 1 (Homo sapiens), P11940. inhibition, % at 20 µM. actives 0.36% (n = 360,000). AID 588489, 2011; in the data active means inhibition above about 35%, passing the limit was not always enough;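 further: plate controls were DMSO wells with GST-MLLE for no effect and wells lacking GST-MLLE protein for full effect; some results filed as inactive read as strong as hits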
CSN inh: inhibitors of CSN-mediated cullin deneddylation, primary screen, biochemical, fluorescence polarization, uHTS; COP9 signalosome complex subunit 5 (Homo sapiens), Q92905; AID 651999, 2013; actives 0.38% (n = 360,000); Purified CSN, SCF-Nedd8-OG deneddylation; inhibition, % at 12.5 µM;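 active means pattern-corrected inhibition above about 35%, with an unprinted fluorescence ratio check between 0.5 and 1.5, limit read from the data, passing the limit was not always enough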;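 further: 0% = enzyme with substrate and 100% = substrate without enzyme; some results filed as inactive read as strong as hits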
Target sequence (Q92905 whole entry, looked up, one chain of several): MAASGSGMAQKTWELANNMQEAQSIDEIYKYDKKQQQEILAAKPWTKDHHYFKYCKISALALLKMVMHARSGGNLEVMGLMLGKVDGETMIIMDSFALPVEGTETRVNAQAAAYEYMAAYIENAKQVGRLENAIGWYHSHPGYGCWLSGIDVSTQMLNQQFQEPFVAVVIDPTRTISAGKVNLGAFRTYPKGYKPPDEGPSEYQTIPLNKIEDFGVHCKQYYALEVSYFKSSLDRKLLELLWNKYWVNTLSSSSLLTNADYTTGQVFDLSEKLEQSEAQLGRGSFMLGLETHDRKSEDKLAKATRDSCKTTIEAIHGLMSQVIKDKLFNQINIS
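Assay system: Purified human Csn5 enzyme expressed in HEK293T cells | Amount: Enzyme 0.24 nM | Measured by: Fluorescence polarization readout | Medium: Tris/NaCl/DTT buffer, pH 7.5 | Compound dosing: One concentration, 12.5 µM, 0.25% DMSO | Times: 90 min incubation of compound, enzyme and substrate at room temperature | Control set: no-enzyme wells high, enzyme-with-substrate wells low | Read-out: % inhibition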
An asterisk follows results filed as active; i = inactive; . = not tested or not shown.

| SMILES | MT1-MMP act inh | Rin1-Abl PPI inh | eLon inh | bovine MsrA act | MsrA inh | Rpn11 inh | FAS TE block | MLLE-PAM2 inh | CSN inh |
| --- | --- | --- | --- | --- | --- | --- | --- | --- | --- |
| COc1ccc(C(=O)N2CCN(S(=O)(=O)c3ccc4c(c3)OCCO4)CC2)cc1OC | 5 | 2 | 1 | 1 | -1.4 | i | 1 | -3 | -2 |
| COc1ccc(-c2cc(C(F)(F)F)n3nc(C(=O)NCCCn4ccnc4)cc3n2)cc1 | -3 | -9 | -7 | -1 | 1.4 | i | -21 | 2 | 2 |
| COc1ccccc1CN(C)C(=O)C(c1ccccc1)c1ccccc1 | -5 | -1 | 8 | -2 | 0.1 | i | 10 | -14 | -3 |
| NC(=O)c1ccc(NC(=O)CSc2nnc(-c3ccncc3)n2Cc2ccco2)cc1 | -5 | 2 | 5 | -2 | -1.6 | i | -4 | -17 | 4 |
| CCOc1cc(/C=C\c2nc(O)c([N+](=O)[O-])c(=O)[nH]2)ccc1OC(C)CC (stereo not given) | 1 | -2 | 2 | -2 | 1.2 | i | -8 | -7 | -4 |
| COc1ccc(CN2C[C@@H](CO)O[C@@H](n3cnc4c(NCc5ccc(F)cc5)ncnc43)C2)cc1 | 2 | 2 | 0 | -6 | 0.5 | i | -6 | -10 | 1 |
| CC1/C(=N/O)CC(c2ccccc2)N(C)C1c1ccccc1 (stereo not given) | -9 | 2 | -11 | -5 | 0.2 | i | -3 | -2 | 1 |
| COc1ccc(C2C(C(=O)Nc3cccnc3)=C(C)Nc3nc(-c4cccs4)nn32)cc1OC (stereo not given) | 0 | 2 | -2 | -2 | 1.5 | i | -4 | 2 | -2 |
| Cc1ccc(NS(=O)(=O)c2c(C)[nH]c(C)c2C(=O)N2CCCCC2)c(Br)c1 | -3 | 3 | -2 | -3 | 0.6 | i | -2 | -4 | -3 |
| O=[N+]([O-])c1ccc(Oc2ccc(S(=O)(=O)Nc3ccccc3)cc2)cc1 | -5 | 0 | 4 | -3 | . | i | 47 | 4 | -2 |
| O=C(CCl)Nc1ccc(Sc2ccc(NC(=O)CCl)cc2)cc1 | -9 | -4 | 7 | -7 | 0.6 | i | 3 | -3 | 4 |
| Cc1ccc(N(Cc2cc3ccccc3[nH]c2=O)S(=O)(=O)c2ccccc2)cc1 | 0 | 0 | -11 | -3 | -0.1 | i | 7 | 1 | -11 |
| C=CCn1c(O)c(N=O)c2cc(C)ccc21 | 4 | -5 | -7 | -3 | -0.9 | i | -54 | -5 | 0 |
| Cn1c(=O)n(C)c2cc(NS(=O)(=O)c3ccc(F)cc3)ccc21 | 14 | -1 | -3 | -5 | -0.1 | i | -7 | 1 | 2 |
| Cc1ccc(C2CC(C(F)(F)F)n3nc(C(=O)Nc4c(C)n(C)n(-c5ccccc5)c4=O)cc3N2)cc1 (stereo not given) | 3 | -1 | -7 | -2 | 1.3 | i | -4 | -3 | -3 |
| CN(c1ncnc(N)c1[N+](=O)[O-])C1CCCCC1 | -17 | -4 | 13 | -5 | 2.3 | i | -4 | -2 | 0 |
| Cc1cc(NN)nc(Cc2ccccc2)n1 | -2 | 1 | 1 | -2 | 0.1 | i | -5 | 6 | 0 |
| O=C(Cn1c(C(F)(F)F)nc2ccccc21)c1ccccc1 | -10 | 1 | -13 | -1 | -0.5 | i | 2 | 10 | -2 |
| COc1ccc(NC(=S)NNC(=O)CCn2cc([N+](=O)[O-])cn2)cc1 | 3 | 1 | 0 | -10 | -0.1 | i | -5 | -14 | -2 |
| CN(c1ccccc1C(=O)O)S(C)(=O)=O | -3 | 1 | -1 | 3 | 0.4 | i | -8 | -14 | -3 |
| COc1ccc(-c2nc3c(c(=O)[nH]c(=O)n3Cc3ccccc3)n2C)cc1 | 0 | 2 | -5 | -5 | 0.3 | i | 4 | 2 | 6 |
| CNS(=O)(=O)c1ccc(NC(=O)C(CCSC)NC(N)=O)cc1 (stereo not given) | 12 | 6 | 0 | 0 | -1.2 | i | -3 | -5 | 0 |
| COCCSc1nnc(NC(=O)C2CC(=O)N(c3ccc(Cl)cc3)C2)s1 (stereo not given) | 2 | 2 | -3 | -5 | 1.8 | i | -7 | -15 | -1 |
| O=C(Cn1c(=O)cnc2ccccc21)N1CCN(S(=O)(=O)c2ccccc2Br)CC1 | 1 | -2 | -9 | -2 | 0.1 | i | 1 | -1 | 3 |
| CN1CCN(C(=O)CCN2C(=O)c3ccccc3S2(=O)=O)CC1 | 3 | -2 | 14 | -6 | 0.6 | i | -6 | 9 | -2 |
| c1ccc(CNCCCn2cnc3c(OCc4ccccc4)ncnc32)cc1 | . | 2 | -3 | -11 | 0.2 | i | -12 | -9 | 1 |
| CN(C)c1ccc(/C=N/NC(=O)CNC(=O)/C=C/c2ccccc2)cc1 | 0 | -3 | -9 | -7 | 4.1 | i | -4 | 8 | 2 |
| N#CCCN(Cc1ccccc1)C(=O)c1nccnc1C(=O)O | 4 | 5 | -7 | 0 | -0.3 | i | -4 | -4 | -2 |
| CCOc1ccc(N(CC(=O)NCc2cccnc2)S(=O)(=O)c2ccc(F)cc2)cc1 | -1 | 0 | -2 | -2 | -1.2 | i | 0 | 5 | -7 |
| O=C(c1cc2cc(Br)ccc2o1)N1CCOCC1 | 2 | -2 | -1 | -4 | -0.9 | i | -8 | 9 | -1 |

Continued; it opens with the four that closed the last part.
| SMILES | MT1-MMP act inh | Rin1-Abl PPI inh | eLon inh | bovine MsrA act | MsrA inh | Rpn11 inh | FAS TE block | MLLE-PAM2 inh | CSN inh |
| --- | --- | --- | --- | --- | --- | --- | --- | --- | --- |
| CN(C)c1ccc(/C=N/NC(=O)CNC(=O)/C=C/c2ccccc2)cc1 | 0 | -3 | -9 | -7 | 4.1 | i | -4 | 8 | 2 |
| N#CCCN(Cc1ccccc1)C(=O)c1nccnc1C(=O)O | 4 | 5 | -7 | 0 | -0.3 | i | -4 | -4 | -2 |
| CCOc1ccc(N(CC(=O)NCc2cccnc2)S(=O)(=O)c2ccc(F)cc2)cc1 | -1 | 0 | -2 | -2 | -1.2 | i | 0 | 5 | -7 |
| O=C(c1cc2cc(Br)ccc2o1)N1CCOCC1 | 2 | -2 | -1 | -4 | -0.9 | i | -8 | 9 | -1 |
| O=C(O)CC1(Cc2nc(-c3cccs3)no2)CCCC1 | 2 | -1 | -10 | -1 | -0.8 | i | -6 | 2 | 6 |
| COc1ccc(NC(=O)CSc2nc3ccc(Nc4nc(N5CCOCC5)nc(N5CCOCC5)n4)cc3s2)cc1 | 0 | 1 | -4 | -4 | 0.0 | i | -2 | -10 | 3 |
| CCn1c(CCNC(=O)c2ccc(OC)cc2)nnc1SCC(=O)Nc1ccccc1F | -4 | -4 | 11 | -7 | 0.6 | i | -4 | 1 | 0 |
| COc1ccc(-n2c3nc4ccccc4nc3c3c(=N)oc(C)nc32)cc1 | -7 | -2 | 5 | -1 | 2.7 | i | -7 | -3 | 7 |
| O=C(Cc1ccsc1-c1ccccc1)NO | 1 | -4 | -1 | 2 | 0.2 | i | -22 | 8 | 5 |
| CC1CCCN(C2=NC(=O)/C(=C/c3cn(-c4ccccc4)nc3-c3cccc(S(=O)(=O)N(C)C)c3)S2)C1 (stereo not given) | -3 | 5 | -8 | -3 | -0.3 | i | 33 | 0 | 1 |
| CC(Oc1cc(C(F)(F)F)cc(C(F)(F)F)c1)C(=O)NC(N)=O (stereo not given) | 4 | 5 | -1 | -6 | -0.4 | i | -4 | 0 | -5 |
| CCOC(=O)C1=C[C@@H](C(C)(C)C)N(S(=O)(=O)c2ccc(C)cc2)[C@H]1c1ccc(OC)cc1 | 2 | 2 | -4 | -10 | 1.2 | i | 38 | -14 | -5 |
| Cc1cccc(C)c1OCC(=O)N/N=C/c1cc2c(cc1[N+](=O)[O-])OCO2 | -4 | -3 | 13 | -3 | -0.9 | i | 16 | -1 | -4 |
| CCCCCCSc1ccc([C@@H]2[C@@H]3C(=O)N(CC)C(=O)[C@@H]3[C@]3(C(=O)OC)CCCCN23)cc1OC | -7 | 6 | 2 | 1 | -0.4 | i | 23 | -7 | -4 |
| O=c1c2ccccc2[nH]c2ccccc12 | -1 | -1 | -6 | -1 | -0.5 | i | -2 | -9 | 6 |
| COc1ccc(OC)c(C(C)NC(=O)c2ccc(Br)cc2)c1 (stereo not given) | 10 | -4 | 7 | -5 | -0.5 | i | -1 | 15 | -3 |
| COc1ccccc1OCCn1c(SCC(=O)O)nc2ccccc21 | -1 | -2 | 6 | -9 | 0.7 | i | -2 | -109 | 6 |
| O=C1C(c2ccc(F)cc2)N(Cc2ccc3c(c2)OCO3)C(=O)CN1C1CCCCC1 (stereo not given) | 0 | -1 | 16 | -1 | -1.3 | i | 8 | 5 | 2 |
| O=C(O)CSc1nnc(C2CC2)n1-c1ccccc1 | 1 | 3 | -3 | 0 | -0.6 | i | -8 | 20 | 4 |
| CC(C)(C)SCCNC(=O)COc1ccccc1 | 1 | -3 | 8 | -1 | 0.4 | i | -5 | -5 | -2 |
| CC12CCC(=O)N1C(C(=O)Nc1ccc(Cl)c(S(=O)(=O)N3CCCCC3)c1)CS2 (stereo not given) | -3 | 6 | -4 | -4 | -0.1 | i | 4 | -3 | -6 |

Single records, as listed above. Order of values: MT1-MMP act inh	Rin1-Abl PPI inh	eLon inh	bovine MsrA act	MsrA inh	Rpn11 inh	FAS TE block	MLLE-PAM2 inh	CSN inh
Results for Cc1cccc(C)c1OCC(=O)N/N=C/c1cc2c(cc1[N+](=O)[O-])OCO2 → -4	-3	13	-3	-0.9	i	16	-1	-4
Results for O=C(Cc1ccsc1-c1ccccc1)NO → 1	-4	-1	2	0.2	i	-22	8	5
Results for COc1ccc(-n2c3nc4ccccc4nc3c3c(=N)oc(C)nc32)cc1 → -7	-2	5	-1	2.7	i	-7	-3	7
